# High-throughput results (PubChem BioAssay)
# BCR signal inh = inhibitors of chronic active B-cell receptor signaling; AID 493014; ABC-DLBCL IkBa-CBG/CBR reporter, luminescence ratio, 4 h; Potency, µM (series often up to 46.1 µM), for the others: at the top dose ratio change, negative = lower green/red ratio, usual class: inhibitors; 0.05% of 340,000 active; active means well fitted inhibition curve with a large enough effect in the signal ratio, with a control signal flat, not every such curve was filed as active; inconclusive means small, poorly fitted or top-dose-only effect, or effect the other way, or a change in a side signal; the % refers to the signal ratio;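 further: potency means the concentration at half of the fitted maximal effect; plate controls were basal doxycycline-induced cells for no effect and cells given 10 µM MG132 for full effect; MG132 reads +100%, hits lower the ratio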
#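 TMD8 ABC-DLBCL cells carrying doxycycline-inducible green luciferase fused to IkappaBalpha plus unfused red luciferase were exposed to compounds (up to 46 uM) for 4 hrs at 37C. Activity came from the overlap-corrected green/red luminescence ratio.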
# Tb PFK inh = inhibitors of T. brucei phosphofructokinase. T. brucei PFK, ADP-Glo luminescence. O15648. 0.17% of 330,000 active. Potency, µM (doses to about 57.5 µM), without a hit: at the highest dose activity, negative = inhibition, usual class: inhibitors;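 further: potency means the concentration at half of the fitted maximal effect; 0% = uninhibited 1x PFK enzyme wells and -100% = no-enzyme wells; nearly all actives have a fitted effect of over 60% in size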
# Target sequence (O15648 whole entry, looked up): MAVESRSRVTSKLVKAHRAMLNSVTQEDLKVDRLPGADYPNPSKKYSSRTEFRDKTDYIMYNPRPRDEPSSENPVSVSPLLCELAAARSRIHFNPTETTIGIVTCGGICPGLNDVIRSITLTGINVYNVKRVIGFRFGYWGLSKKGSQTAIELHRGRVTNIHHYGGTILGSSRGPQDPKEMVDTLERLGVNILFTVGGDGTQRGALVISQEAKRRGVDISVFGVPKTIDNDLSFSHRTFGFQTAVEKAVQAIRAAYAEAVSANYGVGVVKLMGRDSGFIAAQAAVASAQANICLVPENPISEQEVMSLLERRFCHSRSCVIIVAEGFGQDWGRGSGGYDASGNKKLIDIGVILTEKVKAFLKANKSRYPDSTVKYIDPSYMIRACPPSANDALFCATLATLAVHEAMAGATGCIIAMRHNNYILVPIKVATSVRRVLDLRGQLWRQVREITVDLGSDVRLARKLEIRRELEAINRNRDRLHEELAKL
#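 ADP-Glo luminescence quantified ADP after 45 min at room temperature, with 1.25 nM T. brucei PFK, 0.1 mM ATP and 0.5 mM fructose-6-phosphate in pH 8.0 TEA buffer. qHTS titrations up to 57 µM; curves classified by quality.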
# A-T KAP1 phos = potential ataxia-telangiectasia treatments restoring KAP-1 phosphorylation. […] A-T fibroblasts, KAP-1 phosphorylation AlphaLISA; neocarzinostatin DNA damage 30 min before lysis. Potency, µM (top dose mostly 57.5 µM), without a hit: at the top dose activation, most hits filed as activators. 0.19% of 320,000 active; further: potency means the concentration at half of the fitted maximal effect; % of control where 0% means no effect; nearly all actives have a fitted effect of over 45% in size
#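 ATM-like activity read as KAP-1 phosphorylation via AlphaLISA donor/acceptor antibody pairs after lysis and 6 hr at 25C. Cells were ATM-null patient fibroblasts ([…], hTERT), dosed 60 min, then exposed to the DSB inducer NCS for 30 min.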
# Eya2 phos inh = Eya2 (human) phosphatase inhibition. O00167. recombinant Eya2, OMFP fluorescence dephosphorylation (OMFP is methylfluorescein phosphate). Potency, µM (series often up to 76.9 µM), for inactives: top-dose activity, negative = inhibition, actives largely listed as inhibitors. 0.006% of 330,000 active. AID 488837; further: potency means the concentration at half of the fitted maximal effect; on the % scale 0 is the no-effect control and ±100 the full control effect
#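 Eya2 protein (added as 0.2 uM solution) was preincubated with compound for 10 min at ambient temperature in 50 mM HEPES pH 7.5, 50 mM NaCl, 5 uM MgCl2, 0.05% BSA, 1 mM DTT. OMFP (added at 50 uM) then reacted 10 min; fluorescence read at 485/525 nm.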
# Mito fusion yeast = mitochondrial division inhibition or fusion activation | S. cerevisiae fusion-defective mutant growth rescue, CellTiterGlo 48 h | 0.23% of 320,000 active | Potency, µM (titrated, usually from 46.1 µM), inactives show at the highest dose growth rescue (activation), actives largely listed as activators | AID 485298;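 further: potency means the concentration at half of the fitted maximal effect; % of control where 0% means no effect; nearly all actives have a fitted effect of over 45% in size; temperature-sensitive fusion mutants such as fzo1-1 at 37 °C on non-fermentable ethanol glycerol medium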
#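 Growth-rescue viability read-out: after 48 h at the non-permissive 37C in glycerol/ethanol YPEG, yeast mitochondrial fusion mutants are measured by CellTiterGlo luminescence; compounds (23 nl pinned per well) restoring growth score as division inhibitors or fusion activators.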
# ELG1 repair inh = inhibitors of ELG1-dependent DNA repair in HEK293T cells. HEK293T ELG1-luciferase reporter, luminescence, 16 h; DNA damage induced by 5-fluorouridine. Potency, µM (top dose mostly 46.1 µM), inactives show top-dose activity change, negative = inhibition, actives largely listed as inhibitors. 2.3% of 330,000 active. AID 504467; further: potency means the concentration at half of the fitted maximal effect; on the % scale 0 is the no-effect control and ±100 the full control effect; nearly all actives have a fitted effect of over 55% in size
#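 Quantitative HTS, concentration-response format. 2,000 cells/well co-treated with 5-fluorouridine and compound, 16 hr in 5% CO2 at 37 °C; ONE-Glo luminescence read after 30 min.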
# S-ASM inh = inhibitors of human secretory acid sphingomyelinase | P17405 | placental ASM, HMU-PC fluorogenic substrate, 60 min | Potency, µM (highest dose often 57.5 µM), for the others: top-dose activity change, negative = inhibition, usual class: inhibitors | 0.006% of 340,000 active | AID 504937; further: potency means the concentration at half of the fitted maximal effect
#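 Human placenta-derived ASM preincubated with compound 10 min at room temperature, then reacted with 9 uM (final) fluorogenic HMU-PC substrate for 60 min at 37 C. Stop solution raises pH to 10; fluorescence read at Ex 386/Em 447 nm.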
# TSHR antag = antagonists of human thyroid stimulating hormone receptor. 0.2% of 330,000 active. TSHR-expressing cells, TSH-stimulated cAMP HTRF, 2 h; hits give low values. AID 504810. activity change, negative = inhibition, % at 11.5 µM. P16473;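 active means activity change below a set negative limit, meaning inhibition stronger than a set level, cut at about -70% in these data; inconclusive means activity change between two set negative limits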; further: on the % scale 0 is the no-effect control and ±100 the full control effect
#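 Read-out is FRET at 665 nm (cryptate excitation 337 nm) from a cryptate-tagged anti-cAMP antibody, competed by cell cAMP against cAMP-d2. Compounds are tested on freshly harvested TSHR cells challenged with 4nM TSH (EC80) for 2 hours at 37 deg C.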
# a7 integrin act = activates integrin-mediated alleviation for muscular dystrophy. 0.064% of 350,000 active. Potency, µM (highest dose often 38.3 µM), for inactives: at the highest dose activation, actives largely listed as activators. AID 624291. alpha7betagal myoblasts, beta-gal FDG fluorescence, 48 h;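 further: potency means the concentration at half of the fitted maximal effect; 100% = response of the positive control SU9516; nearly all actives have a fitted effect of over 60% in size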
#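 alpha7betagal+/- myoblasts (passage 13, 250/well) treated 48 h at 37C with compounds at 1:260 dilution of DMSO stock. Lysed, then beta-galactosidase activity read as FDG fluorescence (ex 480/em 540) after 30 min, with pre-read for autofluorescence.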
# TCR activator = activates T cell receptor signaling; primary human leukocytes, anti-CD3, IL-2 HTRF, 48 h; Potency, µM (series often up to 9.22 µM), without a hit: at the top dose activation of IL-2 secretion, most hits filed as activators; 330,000 tested, under 10 active; further: % of control where 0% means no effect
#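 Human primary leukocytes + a-CD3 beads + cpd, 48 hr; IL-2 in supernatant by HTRF (ex 320nm / em 665nm). No co-stimulatory signal supplied.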
# PTAP TSG101 blk = blocks PTAP/TSG101 interaction to inhibit HIV-1 budding; Q99816; Fluorescence polarization, FITC-PTAP peptide / Tsg101 binding; Potency, µM (doses to about 115 µM), inactives show at the highest dose activity change, negative = inhibition, most hits filed as inhibitors; 340,000 tested, under 10 active; active means well fitted inhibition curve with a large enough effect in the main read-out, with a control signal flat, not every such curve was filed as active; inconclusive means small, poorly fitted or top-dose-only effect, or effect the other way, or a change in a side signal; inactive means no such curve, though single readings can be large or run the other way; further: potency means the concentration at half of the fitted maximal effect; % of control where 0% means no effect
# Target sequence (Q99816 whole entry, looked up): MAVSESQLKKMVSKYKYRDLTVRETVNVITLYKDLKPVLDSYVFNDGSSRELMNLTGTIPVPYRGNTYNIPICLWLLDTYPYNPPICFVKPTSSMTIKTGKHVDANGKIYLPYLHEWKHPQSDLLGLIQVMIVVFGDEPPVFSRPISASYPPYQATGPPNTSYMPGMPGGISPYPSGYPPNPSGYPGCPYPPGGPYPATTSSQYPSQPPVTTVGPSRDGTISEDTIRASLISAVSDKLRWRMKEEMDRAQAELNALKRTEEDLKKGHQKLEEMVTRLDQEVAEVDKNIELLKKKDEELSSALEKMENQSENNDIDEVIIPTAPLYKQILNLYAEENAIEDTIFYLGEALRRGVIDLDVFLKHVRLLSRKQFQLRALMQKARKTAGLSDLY
#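 Steps: Tsg101 binding domain dispensed (10 uM final), compounds pinned in DMSO, FITC-labeled PTAP-motif peptide added (50 nM final); after 20 min binding at room temperature, polarization measured.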
# Starred values were filed as active, the others as inactive; ? = inconclusive; / = no result given; [ ] = remark or other dose. Unless noted, the call rests on the fitted dose curve; in most records, active means well fitted curve in the direction sought with a large enough effect; inconclusive means small, poorly fitted or top-dose-only effect, or another doubt; inactive means no such curve, though single readings can be large; an effect the other way counts as inactive or inconclusive.
SMILES,BCR signal inh,Tb PFK inh,A-T KAP1 phos,Eya2 phos inh,Mito fusion yeast,ELG1 repair inh,S-ASM inh,TSHR antag,a7 integrin act,TCR activator,PTAP TSG101 blk
COc1cc2ccc(=O)oc2cc1OCC(O)C(C)(C)O (configuration not stated),0%,1%,-5%,19%,1%,14%,450%[activator],2,21%,-1%,0%
CCOc1ccc(NC(=O)CN(C)C(=O)c2cc(-c3ccc(OC)cc3)nc3ccccc23)cc1OCC,5%,-2%,-7%,-26%,?,9.2µM*,36%[activator],-16,6%,-4%,-1%
COc1cccc(C(=O)N/N=C(/CCC(=O)O)c2ccccc2)c1,?,0%,5%,-7%,-1%,15%,2%,2,2%,-7%[46.1 µM],-3%
Cc1nn(Cc2ccc([N+](=O)[O-])cc2)c(=O)n1N(C)c1ncc(C(F)(F)F)cc1Cl,-7%,-6%,3%,-31%,1%,-12%,3%,4,-32%,2%,-3%
COc1cc(Cl)ccc1OCc1cc(C(=O)NC2CCc3ccccc32)no1 (configuration not stated),-1%,-2%,18%,2%,2%,7%,4%,-3,20%,4%,2%
O=C(COC(=O)c1ccc2c(c1)OCCO2)NCCc1ccccc1,0%,0%,16%,5%,/,0%,-3%,/,13%,2%,1%
Cc1ccc(S(=O)(=O)N2CCN(C(=O)c3cc4c(s3)CCCC4)CC2)c(C)c1,0%,1%,3%,-13%,?,?,-2%,13,-24%,0%,-1%
O=C(Nc1cccc(Cl)c1)Nc1nnc(-c2ccncc2)s1,5%,-4%,11%,-2%,8%,?,138%[activator],-73*,-45%,-2%[46.1 µM],-1%
O=c1oc2ccccc2c2c1C1O[C@](c3ccsc3)(Cc3ccccc31)O2,?,0%[11.5 µM],-2%[11.5 µM],-13%[15.4 µM],1%[9.22 µM],/,/,/,/,/,/
CCCCN(CC)CCCNC(=O)c1cc2cc3ccc(OC)cc3nc2o1,-13%,-5%,11%,10%,14%,1%,337%[activator],4,-58%[inhibitor],2%,-1%
O=C1NCCN(Cc2cccc(Oc3ccccc3)c2)C1CC(=O)N1CCCCO1 (configuration not stated),-6%,0%,-4%[11.5 µM],0%,-3%,0%,1%,12,18%,1%,-5%
CCNC(=S)N/N=C/c1ccc(OCc2ccc(C(=O)OC)cc2)cc1,0%,1%,4%,4%,-7%,13%,3%,-3,1%,-9%[46.1 µM],-1%
Cc1ccc(O)c(-c2cc(C(F)(F)C(F)F)nc(-c3ccccc3)n2)c1,?,1%,-4%,-4%,3%,3%,1%,27,3%,7%,-4%
CCOc1cc2[nH]c(=O)n(Cc3ccccc3)c(=O)c2cc1OCC,7%,7%,-1%,0%,-2%,11%,2%,-10,-7%,2%,-1%
Cc1ccc(S(=O)(=O)NCc2ccc(C(=O)N3CCN(c4ccccc4)CC3)cc2)cc1,5%,2%,-8%,0%,?,-12%,-2%,-5,17%,-5%,1%
Cc1ccc(NC(=O)C(C)N2CCN(C)CC2)cc1S(=O)(=O)N1CCOCC1 (configuration not stated),-1%,0%,-1%,22%,1%,10%,4%,-18,25%,-6%,0%
COc1cc(CN2CCC(Cc3ccccc3)CC2)cc(OC)c1OC,-5%,-2%,3%,6%,-4%,-25%,6%,11,-38%,-3%,-5%
CCN(CC)S(=O)(=O)c1ccc(NC2CCN(Cc3ccccc3)CC2)nc1,5%,-4%,5%,11%,8%,-21%,3%,-5,-16%,8%,1%
COc1cc2c(c(OC)c1OC)C(c1ccc(O)cc1)CC(=O)O2 (configuration not stated),?,1%,14%,-2%,/,?,5%,-5,2%,-11%[46.1 µM],-2%
COc1ccc(C#Cc2c(C=O)n(C)c3ccccc23)cc1,?,-1%,?,3%,4%,25%,431%[activator],-3,-40%,-3%,2%
COc1ccc(C(=O)C(C)N(C(=O)c2ccc(Cl)cc2Cl)N2C(=O)C3C4C=CC(C4)C3C2=O)cc1 (configuration not stated),5%,6%,-3%,11%,5%,-7%,0%,-6,-9%,/,-4%
COc1ccccc1-c1cc(-c2ccc(O)cc2)nc(N)c1C#N,?,-4%,14%,-14%,15%,?,/,19,9%,-9%,-5%
Cn1ncc2c(N3CCOCC3)ncnc21,-6%,-2%,-1%,1%,1%,?,2%,-6,-1%,2%,-4%
Cn1c(SCc2nc3ccccc3[nH]2)nnc1-c1cnccn1,2%,0%,-11%,10%,1%,21%,-1%,-1,-2%,4%,-4%
S=C(Nc1cccnc1)NC1CCCCCCC1,1%,6%,0%,2%,0%,5%,-3%,5,-21%,-8%,-3%
COc1ccc(N(Cc2cc3ccc(C)cc3[nH]c2=O)C(C)=O)cc1,-6%,-3%,4%,-9%,-3%,0%,1%,5,-9%,-5%,4%
CCOC(=O)C1=C(O)C(=O)NC(c2ccccc2)=C(OC2CCCCC2)C1,3%,0%,0%,-1%,10µM*,11%,3%,1,-10%,0%[46.1 µM],0%
CCOc1ccc(NC(=O)CC(C)S(=O)(=O)c2ccc3c(c2)NC(=O)CO3)cc1 (configuration not stated),4%,2%,1%,-1%,-9%,-3%,2%,12,4%,-7%,1%
Cc1onc(-c2ccccc2)c1NC(=O)Nc1ccc(OC(F)F)cc1,?,-8%,3%,5%,4%,?,-7%,-7,-21%,4%,-2%
Cc1ccc(CCN2C(=O)CCC2(C)C(=O)NCc2cccnc2)cc1 (configuration not stated),-4%,-2%,/,-2%,-1%,2%,4%,8,-1%,2%,-1%
CCOc1ccc(-c2nnc3ccc(SCC(=O)Nc4cc(C)on4)nn23)cc1,?,0%,-3%,13%,-4%,?,-3%,-2,13%,-5%,-5%
O=C(CCCCCCC(=O)c1ccccc1)c1ccccc1,1%,0%,17%,-6%,1%,15%,-2%,-15,3%,4%,-3%
COc1ccc(OC)c(NC(=O)c2ccc3c(c2)CCN3S(C)(=O)=O)c1,-7%,6%,1%,2%,2%,-17%,-2%,-8,-12%,-2%,-5%
CC(C)OCCCNC(=O)Cc1ccc(Br)cc1,-3%,-6%,3%,-1%,-3%,-2%,-1%,-3,-22%,-5%,-2%
CC(C)(C)c1nc2scc(-c3ccc(Br)cc3)c2c(=O)o1,5%,-6%,?,6%,-3%,?,-1%,-13,3%,-7%,-1%
O=C(CSc1nncc2ccccc12)Nc1ccc(C(=O)O)cc1,?,?,3%,7%,5%,?,-4%,48,10%,-6%,-1%
COc1ccccc1C(=O)NNC(=O)C(=O)NCc1ccccc1,?,0%,-5%,0%,4%,-9%,0%,7,1%,-2%,-1%
CC1CCN(c2ccc(S(=O)(=O)Nc3cc(C(=O)O)cc(C(=O)O)c3)cc2[N+](=O)[O-])CC1,6%,0%,0%,-1%,6%,-13%,10%,-13,-11%,1%,-4%
O=C(CC12CC3CC(CC(C3)C1)C2)NC(=S)NCc1ccccc1,-1%,7%,2%,-1%,-2%,5%,0%,0,-18%,-2%[46.1 µM],-1%
CCOc1ccccc1Oc1c(C)oc2cc(OC(=O)N3CCOCC3)ccc2c1=O,2%,-2%,18%,3%,0%,2%,-1%,11,12%,1%,-9%
Cc1ccc(C)c(OCC(=O)N/N=C/c2c(C)nn(-c3ccccc3)c2Cl)c1,0%,0%,-2%,-27%,-2%,-15%,/,11,/,/,/
COc1cc(OC)cc(C(=O)Nc2cccnc2)c1,-1%,-2%,4%,-5%,-6%,13%,5%,0,5%,-8%,-2%
CC1Cc2ccccc2N1C(=S)NC(=O)c1cccc(Br)c1 (configuration not stated),?,7%,-2%,-5%,?,6%,/,-5,-34%,2%[46.1 µM],3%
O=C(O)CC1=C(O)C(=O)N(c2ccccc2)C1c1ccc(Br)cc1 (configuration not stated),-6%,-1%,-1%,6%,4%,-6%,-1%,4,-14%,4%,-9%
COc1ccc([N+](=O)[O-])cc1NC(=O)Cc1ccccc1Cl,0%,-2%,0%,-2%,15%,1%,-5%,4,-12%,6%[46.1 µM],-2%
